Lung fibro prol: antiproliferative effect on LL 47 fibroblasts – human, LL 47 cells, CellTiter-Glo luminescence, primary screen | actives 1.1% (n = 85,000) | viability, % at 10 µM | LL 47 human lung fibroblast viability, ATP luminescence; hits give low values | AID 719, 2007;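 active = viability at or below 50% in the single dose screen; inactive = viability above 50%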;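 also: compound exposure lasted 72 h before the ATP readout; 100% = median luminescence of untreated cell-only wells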
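Material: human LL 47 lung fibroblast cells; quantity: 1,150 cells/well; medium: IMEM plus 15% FBS; doses: 0.1% DMSO in all compound wells; timing: overnight attachment after seeding, then 72 h compound exposure at 37 °C; detection: CellTiter-Glo luminescence; measure: % viability of median cell-only signal; controls: cell-only wells, no compound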
PTPN22 act: LYP phosphatase activators, primary screen, biochemical, DiFMUP fluorescence, 2 µM; recombinant LYP; 0 = plate median, 100 = signal doubled; activation, % at 2 µM; actives 0.11% (n = 96,000); Tyrosine-protein phosphatase non-receptor type 22 (Homo sapiens), Q9Y2R2;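 active = activation at 2 µM above a set limit, the mean plus 5 SD, cut at about 37% in these data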
sEH inh: soluble epoxide hydrolase inhibitors, primary screen, biochemical, human sEH. Bifunctional epoxide hydrolase 2 (Homo sapiens), P34913. recombinant human sEH enzymatic activity assay. inhibition, % at 2 µM. actives 0.34% (n = 91,000). AID 707, 2007; in the data active = inhibition above about 80%; also: values of inactives mirror those of a sister screen read the other way; many of its hits are not listed in these tables
Target sequence (P34913 whole entry, looked up): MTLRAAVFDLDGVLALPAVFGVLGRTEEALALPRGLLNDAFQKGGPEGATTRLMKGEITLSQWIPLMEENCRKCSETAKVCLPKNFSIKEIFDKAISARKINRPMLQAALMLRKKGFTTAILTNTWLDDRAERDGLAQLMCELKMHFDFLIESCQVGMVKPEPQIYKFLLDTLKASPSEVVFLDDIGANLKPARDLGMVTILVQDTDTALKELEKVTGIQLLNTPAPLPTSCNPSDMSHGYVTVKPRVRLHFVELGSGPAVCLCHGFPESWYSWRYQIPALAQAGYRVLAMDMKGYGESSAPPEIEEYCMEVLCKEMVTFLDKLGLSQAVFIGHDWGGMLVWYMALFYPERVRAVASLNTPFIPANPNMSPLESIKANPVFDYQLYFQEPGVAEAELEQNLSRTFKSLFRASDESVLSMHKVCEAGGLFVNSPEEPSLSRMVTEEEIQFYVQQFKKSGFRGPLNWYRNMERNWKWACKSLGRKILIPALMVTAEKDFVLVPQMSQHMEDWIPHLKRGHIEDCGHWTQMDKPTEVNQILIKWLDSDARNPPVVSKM
sEH act: soluble epoxide hydrolase activators, primary screen, biochemical, human sEH. actives 0.04% (n = 91,000). purified human sEH enzymatic activity, activator screen. activation, % at 2 µM. Bifunctional epoxide hydrolase 2 (Homo sapiens), P34913; in the data active = activation above about 37%; also: values of inactives mirror those of a sister screen read the other way
PostGolgi ctrl: growth inhibition of yeast control strain, primary screen, counter-screen for post-Golgi transport modulator project; inhibition, % at 10 µM; actives 5% (n = 98,000); efflux-deficient yeast background strain, growth absorbance A615, 16 h; in the data active = inhibition above about 30%
HUVEC inhibit: inhibitors of HUVEC proliferation, primary screen, cell-based, 384-well | actives 1.1% (n = 86,000) | CellTiter-Glo luminescence, 72 h; hits give low values | AID 648, 2007 | viability, % at 10 µM (by protocol);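 active = viability at or below 30%; inactive = viability above 30%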;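 also: 100% = median luminescence of DMSO-only cell control wells on each plate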
H69AR growth 86K: proliferation blockers of H69AR lung cancer cells, primary screen, cell-based, human, 86K library; AID 598, 2007; viability, % at 10 µM; actives 6% (n = 85,000); H69AR lung tumor viability, ATP luminescence, 72 h; hits give low values;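 active = viability at or below 40%; inactive = viability above 40%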;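 also: multidrug resistant small cell line overexpressing MRP-1 efflux transporter; 100% = mean luminescence of untreated control wells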
S1P2 ag: S1P2 receptor agonists, primary screen, cell-based | S1P2-expressing cell line, agonist reporter read-out | actives 0.46% (n = 97,000) | activation, % at 4.5 µM | Sphingosine 1-phosphate receptor 2 (Homo sapiens), O95136 | AID 729, 2007; in the data active = activation above about 16%;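 also: 0% = vehicle low control and 100% = maximal reference agonist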
Target sequence (O95136 whole entry, looked up): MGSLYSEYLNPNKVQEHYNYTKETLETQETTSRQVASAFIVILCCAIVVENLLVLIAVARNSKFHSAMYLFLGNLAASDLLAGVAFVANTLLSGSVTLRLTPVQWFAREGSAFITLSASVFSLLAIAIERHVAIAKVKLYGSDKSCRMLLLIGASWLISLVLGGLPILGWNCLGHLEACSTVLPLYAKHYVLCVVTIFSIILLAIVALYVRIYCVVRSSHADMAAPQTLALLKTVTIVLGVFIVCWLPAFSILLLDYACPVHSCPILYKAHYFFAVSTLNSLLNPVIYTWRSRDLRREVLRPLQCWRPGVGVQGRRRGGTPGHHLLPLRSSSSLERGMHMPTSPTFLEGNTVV
S1P2 blocker: human S1P2 receptor antagonists, primary screen, cell-based. actives 0.21% (n = 97,000). cell-based S1P2 antagonist assay, inhibition at 5 uM. Sphingosine 1-phosphate receptor 2 (Homo sapiens), O95136. AID 736, 2007. inhibition, % at 5 µM; in the data active = inhibition above about 45%;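 also: CRE beta-lactamase reporter cells expressing human S1P2 stimulated with S1P; 0% = agonist at EC80 alone and 100% = agonist plus reference antagonist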
Numbers without * were called inactive; . = no result given. These rows are one share of the data, so the mix of outcomes need not match the whole.

smiles	Lung fibro prol	PTPN22 act	sEH inh	sEH act	PostGolgi ctrl	HUVEC inhibit	H69AR growth 86K	S1P2 ag	S1P2 blocker
CC(C)CCNC(=O)CSc1nc2ccccc2c(=O)[nH]1	.	7	6	-6	5	.	.	2	0
CCOc1ccccc1-c1nc(SCC(=O)O)n[nH]1	101	-5	-7	7	3	103	94	-7	13
O=C1NC(=O)[C@@H]2C3c4ccccc4C=CN3[C@H](C(=O)c3cccs3)[C@H]12 (some centres not stated)	97	0	6	-6	-5	71	54	-10	-8
COc1ccc(/C(N)=N/OC(=O)CSc2ccc(C)cc2)cc1	105	3	16	-16	-2	108	92	-4	2
CC(C)Cn1c(CCCNC(=O)c2ccc(F)cc2)nc2ccccc21	106	1	7	-5	-6	100	70	-2	-17
CC(=O)c1cccc(NC(=O)C2CC(=O)N(c3cccc(C)c3C)C2)c1 (configuration not stated)	.	3	4	-5	14	.	.	-1	-1
CC(C)CCOCC(=O)Oc1ccccc1C(=O)O	97	-2	.	.	14	94	111	-7	10
O=c1cc(O)c(-c2cccc(Cl)c2)c(Cl)[nH]1	98	3	-15	13	2	106	66	-4	3
COC(=O)c1c(C#N)c(N)nc2c1CCCC2	100	7	-22	21	5	98	92	0	-7
CCn1c(=N)n(CC(=O)OC)c2ccccc21	93	3	-6	5	5	95	86	1	0
O=S(=O)(c1ccc2c(c1)nc1n2CCC1)N1CCOCC1	98	-8	3	-5	10	104	91	-4	15
O=[N+]([O-])c1ccc2c(c1)oc1ccccc12	105	21	-6	5	6	88	104	-5	0
Cc1ccccc1NC(=S)N1CCC(C(=O)c2ccc(F)cc2)CC1	.	1	11	-9	5	.	.	-9	25
O=S(=O)(c1ccc2oc3ccc(S(=O)(=O)N4CCCC4)cc3c2c1)N1CCCC1	84	10	-2	6	.	87	82	-1	5
COc1ccc(N(CC(=O)NC2CCCCC2)C(=O)CCCC(=O)Nc2ccccn2)c(OC)c1	100	.	.	.	-1	86	89	.	.
c1ccc(COc2cccc(CNn3cnnc3)c2)cc1	99	-1	-11	10	1	91	85	-4	-3
CCCCC(=O)NC(=S)NNC(=O)CC#N	104	-8	10	-8	3	102	108	-6	1
Cc1cc(=O)oc2cc(OCC(=O)N3CC(C)OC(C)C3)ccc12 (configuration not stated)	104	1	-9	11	3	94	93	-3	-2
CN1c2ccccc2-c2nc3ccccc3n2C1c1ccco1 (configuration not stated)	81	-3	.	.	18	107	96	-5	14
O=C(/C=C/c1cccc(Cl)c1)NCc1cccs1	.	10	16	-12	6	.	.	-2	-4
Cc1ccc(Nc2cc(-n3nc(C)cc3C)ncn2)cc1	82	-7	-1	2	-8	94	91	-6	-9
C(=N\C(/N=C/c1ccco1)c1ccco1)/c1ccco1	102	.	.	.	2	93	98	.	.
Cc1cc(NC(=O)CN2C(=O)CC(c3ccco3)Sc3ccccc32)no1 (configuration not stated)	103	.	.	.	-10	103	89	.	.
O=c1[nH]c2cc3c(cc2cc1CN(CCO)S(=O)(=O)c1ccccc1Cl)OCCO3	93	-13	2	-3	27	94	63	-1	14
CC1CCN(S(=O)(=O)c2ccc(S(=O)(=O)NCC(=O)C(C)(C)C)cc2)CC1	.	-3	-1	4	-1	.	.	-3	6
CCCCC1CCC(C(=O)Nc2ccccc2)CC1 (configuration not stated)	113	-8	50	-50	-6	112	98	-2	-21
CN(C(=O)CSc1nnc2ccccn12)C1CCS(=O)(=O)C1 (configuration not stated)	106	-2	4	0	19	96	105	-7	4
C=CCn1c(-c2ccc(OC)cc2)nc2ccccc21	94	-8	6	-7	12	88	109	-3	18
CC(=O)Oc1oc(-c2ccccc2)nc1C=Nc1ccccc1	103	5	7	-4	10	84	90	-10	7
CCOc1ccc(S(=O)(=O)Nc2cccc(C(=O)N3CCN(c4ccc(OC)cc4)CC3)c2)cc1	87	7	8	-8	4	81	97	-7	1
O=C1C(C2=NC(C(=O)O)C3C(=O)N(c4ccccc4)C(=O)C23)=C(O)c2ccccc21 (configuration not stated)	.	13	4	-3	0	.	.	-7	-3
CCc1c(C)[nH]c2c(C)cccc2c1=O	95	2	-2	2	1	92	95	-3	23

The last 2 entries of the section above lead into the next.
smiles	Lung fibro prol	PTPN22 act	sEH inh	sEH act	PostGolgi ctrl	HUVEC inhibit	H69AR growth 86K	S1P2 ag	S1P2 blocker
O=C1C(C2=NC(C(=O)O)C3C(=O)N(c4ccccc4)C(=O)C23)=C(O)c2ccccc21 (configuration not stated)	.	13	4	-3	0	.	.	-7	-3
CCc1c(C)[nH]c2c(C)cccc2c1=O	95	2	-2	2	1	92	95	-3	23
CCCc1cc(N2CCN(C(=O)c3ccco3)CC2)n2c(nc3ccccc32)c1C#N	92	-10	-12	11	6	77	67	1	7
COc1ccc(S(=O)(=O)NCC(=O)N(CC(=O)NCC2CCCO2)c2ccccc2C)cc1 (configuration not stated)	103	-2	-2	2	16	104	94	-5	5
O=C(NC1CCCCC1)C(c1cccs1)N(C(=O)c1ccco1)c1ccc2c(c1)OCCO2 (configuration not stated)	86	-1	10	-4	.	99	75	-7	18
N#Cc1ccccc1S(=O)(=O)N1CCN(c2ccc(S(=O)(=O)N3CCOCC3)cn2)CC1	96	-17	-3	3	-10	103	82	-4	6
COC(=O)CSC1=C(C#N)C(c2ccc3c(c2)OCO3)C2=C(CCCC2=O)N1 (configuration not stated)	100	1	10	-7	5	92	101	-7	-4
CSCCOC(=O)C1=C(C)Nc2ccc(C)cc2S1	90	-4	-5	6	-2	81	28*	-5	-34
O=C(COC(=O)c1ccccc1Nc1ccc(SC(F)F)cc1)NCc1ccco1	.	-6	13	-14	32*	.	.	-3	-4
Cc1ccc(S(=O)(=O)NCCSc2nnnn2C)cc1	110	-3	-1	1	8	96	95	-6	8

(next part)
Short keys: A = Lung fibro prol; B = PTPN22 act; C = sEH inh; D = sEH act; E = PostGolgi ctrl; F = HUVEC inhibit; G = H69AR growth 86K; H = S1P2 ag; I = S1P2 blocker
O=C(CSc1ncnc2c(-c3ccc(Cl)cc3)nsc12)c1ccccc1
  A: .; B: 9; C: 0; D: 1; E: 11; F: .; G: .; H: -2; I: -8

COc1ccc(OC)c(S(=O)(=O)Nc2ccc(C(N)=O)cc2)c1
  A: 101; B: -1; C: 7; D: -2; E: 17; F: 100; G: 92; H: -3; I: -19

CCOc1ccc(C2C(C(=O)c3ccco3)=C(O)C(=O)N2CCCn2ccnc2)cc1 (configuration not stated)
  A: 109; B: 1; C: 2; D: -1; E: 7; F: 96; G: 100; H: 0; I: -18

Cc1ccc(C2(c3ccc(C)cc3)CC2C(=O)Nc2ccc([N+](=O)[O-])cc2O)cc1 (configuration not stated)
  A: .; B: 2; C: 0; D: 0; E: 91*; F: .; G: .; H: -7; I: 7

FC(F)(F)c1cc(-c2ccc3c(c2)OCO3)nc(NCc2ccco2)n1
  A: 94; B: -1; C: 19; D: -19; E: 7; F: 96; G: 84; H: 2; I: 1

CC(=O)c1cccc(NC(=O)CCC2CCCC2)c1
  A: 103; B: -3; C: 31; D: -28; E: 16; F: 92; G: 90; H: -5; I: 7

CCCCn1nc2cc(C(=O)NCCCCc3ccccc3)ccc2c1OCC
  A: .; B: -7; C: 11; D: -8; E: 7; F: .; G: .; H: -6; I: -3

Cc1oc(-c2cccc(Cl)c2)nc1CN1CCC(C(=O)NCc2cccnc2)CC1
  A: 103; B: 6; C: 29; D: -28; E: 4; F: 97; G: 91; H: -4; I: -1

CCC(=O)N1c2ccc(C)cc2C2=NNC(=S)NC21O (configuration not stated)
  A: .; B: 4; C: -4; D: 5; E: 5; F: .; G: .; H: -2; I: -10

c1ccc(OCCCc2nc(-c3cccnc3)no2)cc1
  A: 103; B: 8; C: -6; D: 7; E: 3; F: 121; G: 92; H: -7; I: -18

CN(C)CCn1c(NC(=O)c2ccc(Cl)cc2)nc2ccccc21
  A: 79; B: 0; C: 2; D: -1; E: -4; F: 99; G: 45; H: 0; I: -4

CCn1c2ccccc2c2cc(NC(=O)CSc3nnc(-c4cccc(Cl)c4)o3)ccc21
  A: .; B: -4; C: -4; D: 4; E: 2; F: .; G: .; H: -3; I: 6

Cc1ccccc1Nc1nc(-c2sc(NC(=O)c3cccc(Cl)c3)nc2C)cs1
  A: .; B: -3; C: 72; D: -70; E: 5; F: .; G: .; H: -5; I: -19

O=C1CC(c2ccc3c(c2)OCO3)C2=C(CCCC2=O)N1 (configuration not stated)
  A: 106; B: 6; C: -16; D: 15; E: 1; F: 112; G: 94; H: -4; I: -12

CCOC(=O)c1c(C)[nH]c(C)c1C(=O)CSc1nnc(-c2ccc(OC(F)F)cc2)o1
  A: 100; B: 7; C: 19; D: -18; E: 5; F: 58; G: 96; H: -3; I: -38

CCC(=O)Nc1nnc(SCc2ccc(F)cc2)s1
  A: 99; B: 15; C: 10; D: -7; E: .; F: 103; G: 105; H: -5; I: 3

O=C(NCc1ccco1)c1nc2c(nnn2Cc2cccc(Cl)c2)c(=O)[nH]1
  A: 111; B: 10; C: 0; D: 0; E: 3; F: 97; G: 96; H: -1; I: 22

CCCOC(=O)c1c(NC(=O)/C=C/c2cnn(C)c2C)sc(C(=O)OCC)c1C
  A: .; B: 18; C: -14; D: 12; E: 4; F: .; G: .; H: -2; I: -5

CCn1c(SCC(=O)Nc2ccc(NC(C)=O)cc2)nnc1C1CC1
  A: 101; B: -6; C: 2; D: -4; E: 6; F: 101; G: 106; H: -4; I: 2

COc1ccccc1NC(=O)C(=O)Nc1ccccn1
  A: .; B: -5; C: 4; D: -1; E: 3; F: .; G: .; H: 0; I: 9

Entries from the list above that contain an aryl methoxy group:
Short keys: A = Lung fibro prol; B = PTPN22 act; C = sEH inh; D = sEH act; E = PostGolgi ctrl; F = HUVEC inhibit; G = H69AR growth 86K; H = S1P2 ag; I = S1P2 blocker
COc1ccc(/C(N)=N/OC(=O)CSc2ccc(C)cc2)cc1
  A: 105; B: 3; C: 16; D: -16; E: -2; F: 108; G: 92; H: -4; I: 2

COc1ccc(N(CC(=O)NC2CCCCC2)C(=O)CCCC(=O)Nc2ccccn2)c(OC)c1
  A: 100; B: .; C: .; D: .; E: -1; F: 86; G: 89; H: .; I: .

C=CCn1c(-c2ccc(OC)cc2)nc2ccccc21
  A: 94; B: -8; C: 6; D: -7; E: 12; F: 88; G: 109; H: -3; I: 18

CCOc1ccc(S(=O)(=O)Nc2cccc(C(=O)N3CCN(c4ccc(OC)cc4)CC3)c2)cc1
  A: 87; B: 7; C: 8; D: -8; E: 4; F: 81; G: 97; H: -7; I: 1

COc1ccc(S(=O)(=O)NCC(=O)N(CC(=O)NCC2CCCO2)c2ccccc2C)cc1 (configuration not stated)
  A: 103; B: -2; C: -2; D: 2; E: 16; F: 104; G: 94; H: -5; I: 5

COc1ccc(OC)c(S(=O)(=O)Nc2ccc(C(N)=O)cc2)c1
  A: 101; B: -1; C: 7; D: -2; E: 17; F: 100; G: 92; H: -3; I: -19

COc1ccccc1NC(=O)C(=O)Nc1ccccn1
  A: .; B: -5; C: 4; D: -1; E: 3; F: .; G: .; H: 0; I: 9
